IEC-6 cytotox: IEC-6 cytotoxicity, counter-screen for KLF5 inhibitors; luminescence viability; inhibition, % at 5 µM; 290,000 tested, 0.78% active; in the data active means inhibition above about 22%;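 further: 0% = plate median of test compound wells and 100% = cytotoxic reference compound wells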
HIF act: HIF pathway transcriptional activation. AID 1910. 300,000 tested, 0.32% active. activation, % at 7.5 µM (by protocol). U2OS HRE-luciferase reporter, luminescence; normalized: DMSO 0%, desferrioxamine 100%;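 active means mean activation of at least 10% of the iron chelator positive control signal, with at least half of replicates also reaching 10%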
MrgX1 antagonist: human MrgX1 receptor antagonism, primary screen. Q96LB2. MRGX1-HEK293 calcium flux, Fluo-4, BAM8-22 antagonism; hits give low values. B-score at 10 µM. 310,000 tested, 1.3% active. AID 588676;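 active means calcium-response B-score plate-corrected more than 3 library SD below zero, starting fluorescence within 5 deviations, no agonist response on first addition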;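 further: peak minus trough fluorescence over baseline after final BAM8-22 challenge near maximal dose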
Target sequence (Q96LB2 whole entry, looked up): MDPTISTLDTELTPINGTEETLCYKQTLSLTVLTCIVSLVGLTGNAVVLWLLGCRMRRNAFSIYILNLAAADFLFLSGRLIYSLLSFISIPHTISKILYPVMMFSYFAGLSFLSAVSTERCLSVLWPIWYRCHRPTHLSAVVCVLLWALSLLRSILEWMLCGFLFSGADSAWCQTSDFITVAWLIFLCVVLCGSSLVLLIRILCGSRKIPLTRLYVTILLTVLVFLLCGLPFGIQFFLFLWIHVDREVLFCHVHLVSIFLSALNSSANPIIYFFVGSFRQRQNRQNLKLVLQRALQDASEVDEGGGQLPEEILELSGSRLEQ
aSyn 5UTR inh: 5' untranslated region of α-synuclein, MLPCN primary screen; inhibition, % (tested at 7.5 µM); alpha-synuclein 5'UTR reporter, inhibitor activity; 300,000 tested, 0.82% active; in the data active means inhibition above about 60%;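 further: H4 neuroglioblastoma cells stably carrying SNCA 5'UTR luciferase fusion; 0% = DMSO wells and 100% = positive control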
TRPC4 PAM: TRPC4 (mouse) allosteric potentiation; HEK293 TRPC4beta/mu-opioid, DAMGO EC20, Fluo-4 Ca2+ flux; hits give high values; 310,000 tested, 0.42% active; AID 2227; B-score at 10 µM;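 active means B-score of calcium response area above 5 SD of library B-scores, with initial fluorescence ratio within 5 SD of library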;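 further: B-score of integrated fluorescence ratio over time as area under calcium response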
KLF5 inhibitor: suppresses KLF5 promoter-driven expression. DLD-1 KLF5 promoter-luciferase reporter, luminescence. inhibition, % at 5 µM. 290,000 tested, 0.23% active. AID 1700;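 active means inhibition above a per-plate limit of that plate's mean compound inhibition plus 3 SD, cut at about 60% in these data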;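 further: 0% = DMSO wells and 100% = LY294002 at 200 µM; higher means less KLF5 promoter-driven luciferase light; inactives centre near -14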
TRPC4 inh: blocks the mouse TRPC4 cation channel; AID 2247; B-score at 10 µM; 300,000 tested, 0.39% active; HEK293 TRPC4beta/mu-opioid, DAMGO-evoked Fluo4 calcium flux; hits give low values; Q9QUQ5;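 active means B-score over 3 SD under the library average, no early fluorescence shift, positive overall ratio signal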
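System: stable TRPC4beta/mu-opioid receptor HEK293 cells; Dosing: single-point compound dosing; Measured by: Fluo4 Ca2+ flux fluorescence; Read-out basis: per-well B score of integrated baseline-normalized Fluo4 ratio.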
TRPC4 act: TRPC4 (mouse) channel activation. 310,000 tested, 0.49% active. HEK293 TRPC4beta/mu-opioid, Fluo4 calcium fluorescence; hits give high values. B-score at 10 µM;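 active means B-score above 5 SD of library B-scores, and initial fluorescence ratio not above library mean plus 5 SD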;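 further: positive B-score marks a calcium rise read as TRPC4 activation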
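System: HEK293 cells stably co-expressing mouse TRPC4beta and mu-opioid receptor; Schedule: Fluo4 dye loading 45 min at room temperature, 110 s recording; Detection: Fluo4 fluorescence, kinetic; Evaluation: B-scored integrated calcium fluorescence ratio; Controls: buffer (low) and maximal DAMGO (high).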
TRPC6 act: activators of mouse TRPC6 channel; 310,000 tested, 0.13% active; Q61143; AID 2550; HEK293-TRPC6 membrane potential dye fluorescence; hits give high values; B-score at 10 µM;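 active means B-score of the integrated fluorescence ratio above library mean plus 3 SD, and starting fluorescence ratio within library mean plus 5 SD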;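 further: higher score means more depolarization so channel activation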
SKKanGAS inh: blocks kanamycin growth of S. pyogenes SKKanGAS strain; BacTiter-Glo, 6 h; AID 1662; inhibition, % at 7.5 µM; 300,000 tested, 1.3% active;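 active means mean replicate score, as percent of positive control median, at least 50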;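 further: strain carries kanamycin resistance gene driven by streptokinase promoter and grows in 40 µg/ml kanamycin; loss of luminescence reflects streptokinase promoter inhibition or plain growth inhibition; 0% = median of DMSO wells and 100% = positive control at its reference dose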
TRPC6 inh: inhibitors of mouse TRPC6 channel. 310,000 tested, 1.1% active. B-score at 10 µM. AID 2553. HEK293-TRPC6, membrane potential dye, ACh-evoked depolarization; hits give low values;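 active means B-score under library mean minus 3 SD, initial fluorescence not abnormally high, positive integrated signal ratio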;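 further: B-score derived from integrated fluorescence ratio over the kinetic read; more negative B-score means stronger inhibition of depolarization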
Numbers without * were called inactive; i = inactive; x = not tested or not shown.

SMILES	IEC-6 cytotox	HIF act	MrgX1 antagonist	aSyn 5UTR inh	TRPC4 PAM	KLF5 inhibitor	TRPC4 inh	TRPC4 act	TRPC6 act	SKKanGAS inh	TRPC6 inh
CCN(CC)C(=O)c1sc(NC(=O)c2cccnc2)c(C(=O)OC)c1C	4	-0.5	i	8	i	-15	i	i	i	6	i
Cc1n[nH]c(C)c1N1C(=O)c2cccc3c(N4CCCCCC4)ccc(c23)C1=O	0	-0.5	i	2	i	-24	i	i	i	9	i
COc1cc2c(cc1NC(=O)COC(=O)CNS(=O)(=O)c1ccc(C)cc1)oc1ccccc12	13	2.1	i	4	i	-7	i	i	i	2	i
COCc1cc(=O)[nH]c(SCCS(=O)(=O)c2ccc(Cl)cc2Cl)n1	-2	0.5	i	-18	i	-3	i	i	i	6	i
Cc1ccc(C(=O)N/N=C/c2sc(=O)n(Cc3cccc(C(=O)O)c3)c2Cl)cc1	4	-0.3	i	-8	i	-17	i	i	i	11	i
Cn1c(=O)c2c(nc(NCCNC(=O)c3ccco3)n2Cc2ccccc2)n(C)c1=O	9	0.0	i	-22	i	-20	i	i	i	-2	i
COc1ccc(C)cc1S(=O)(=O)NC1CCCCC1	-7	-0.4	i	12	i	-15	i	i	i	-3	i
CC(C)CNC(=O)c1ccc(Cl)c(NC(=O)COc2ccccc2)c1	-2	-0.8	i	0	i	6	i	i	i	-13	i
CCc1cccc2[nH]c3cc([N+](=O)[O-])ccc3c12	0	-0.5	i	41	i	-8	i	i	i	-2	i
CC1(C)C([N+](=O)[O-])C(c2ccc(O)cc2)NC(c2ccc(O)cc2)C1[N+](=O)[O-] (stereo not drawn)	2	-0.7	i	-1	i	-22	i	i	i	-14	i
CCC(NC(=O)c1cc(COc2c(F)cccc2F)on1)c1ccncc1 (stereo not drawn)	-2	-0.5	i	-15	i	-14	i	i	i	6	i
Cc1onc(-c2ccccc2Cl)c1C(=O)N(C)C1CCCCC1	2	-0.1	i	9	i	-1	i	i	i	6	i
Cc1cc(C(=O)Nc2ccc(C(=O)O)cc2)c(-c2ccccc2)o1	11	-0.5	i	10	i	13	i	i	i	-15	i
O=C(CN1CCN(S(=O)(=O)c2ccc(Br)cc2)CC1)N/N=C/c1ccccc1C(=O)O	-2	-0.5	i	-7	i	-25	i	i	i	-1	i
O=C(O)c1cccc(NS(=O)(=O)c2ccc(NC(=O)c3ccco3)cc2)c1	-1	0.0	i	-16	i	-29	i	i	i	10	i
O=C1c2ccccc2C(O)(Cc2ccccc2)N1Cc1ccco1 (stereo not drawn)	-3	0.2	i	7	i	-20	i	i	i	-1	i
Oc1ccc(/C=N/Nc2ncnc3c2ncn3Cc2ccccc2)cc1O	5	0.6	i	-67	i	-2	i	i	i	0	i
COc1ccc(/C=C/C(=O)N2CCOCC2)cc1OC	-4	-0.3	i	11	i	-8	i	i	i	-3	i
Oc1ccc2ccccc2c1/C=N/n1cnnc1	-3	-0.4	i	25	i	18	i	i	i	-1	i
CCCN1Cc2cccc(C(=O)N3CCN(c4ccc(OC)cc4)CC3)c2C1=O	-2	-0.2	i	-23	i	5	i	i	i	-15	i
CCc1ccc(C(=O)NCc2ccc(Cl)cc2)cc1	2	0.8	i	-16	i	7	i	i	i	0	i
CCc1nnc(NC(=O)CSc2nnc3c(n2)[nH]c2ccccc23)s1	0	-0.1	i	-9	i	-28	i	i	i	-15	i
Cc1ccc(/C=C/C(=O)OCn2nnc3ccccc3c2=O)o1	-6	-0.8	i	-2	i	-5	i	i	i	-6	i
CS(=O)(=O)c1nsc2nc(=O)c(/C=C3\C=Nc4ccccc43)c(N)n12	5	-0.1	i	2	i	-1	i	i	i	20	i
O=[N+]([O-])c1ccc(N2CCCCCC2)c(S(=O)(=O)N2CCCCC2)c1	-4	-0.2	i	21	i	-12	i	i	i	8	i
CCOc1ccc(C(=O)Nc2ccncc2)cc1	-1	0.6	i	-46	i	-24	i	i	i	-1	i
O=C(N/N=C/c1cccc(OC(=O)c2ccc([N+](=O)[O-])cc2)c1)c1cccnc1	-3	0.0	i	0	i	-11	i	i	i	2	i
Cc1nn(CC(=O)NCc2cccnc2)c(=O)c2ccccc12	0	0.7	i	-16	i	-13	i	i	i	5	i
O=C(COC(=O)/C=C/c1ccc(S(=O)(=O)N2CCOCC2)cc1)NC1CCCCCCC1	-8	-0.2	i	4	i	-16	i	i	i	-24	i
COC(=O)c1cc(C(=O)Nc2nnc(C3CC3)s2)cc([N+](=O)[O-])c1	4	-3.0	i	8	i	-13	i	i	i	5	i
O=C(Cc1ccc(Cl)cc1)Nc1ccc(CN2CCCCC2)cc1	-4	1.9	i	-1	i	-8	i	i	i	6	i
CCS(=O)(=O)N1CCN=C1SCc1ccccc1	5	2.2	i	3	i	-5	i	i	i	4	i
Cc1cc(C(=O)N/N=C/c2c[nH]c3ccccc23)cs1	5	1.2	i	-74	i	-33	i	i	i	-3	i
Cn1c(=O)n(CC(=O)NC2CCCCC2)c(=O)c2ccccc21	-6	-0.2	i	4	x	1	x	x	x	1	x
O=S(=O)(c1ccc(N2CC=C(c3ccccc3)CC2)nc1)N1CCCC1	2	-0.3	i	7	i	-17	i	i	i	1	i
COc1ccccc1N1CCN(C(=O)C2CCN(S(=O)(=O)c3ccccc3)CC2)CC1	0	0.7	i	12	i	-17	i	i	i	-6	i
CCN(CC(=O)Nc1ccccc1C(=O)OC)S(=O)(=O)c1ccc(OC)cc1	-1	-0.3	i	-7	i	-3	i	i	i	2	i
CCCS(=O)(=O)N1CCCC(C(=O)NCc2cccnc2)C1 (stereo not drawn)	-3	0.3	i	-27	i	-22	i	i	i	-5	i
CN1c2ccccc2C(=O)/C(=C\Nc2ccc(F)cc2)S1(=O)=O	1	0.0	i	-18	i	-5	i	i	i	10	i
O=C(NC1CCSC1=O)c1ccc(Cl)cc1 (stereo not drawn)	6	-0.1	i	-12	i	-1	i	i	i	4	i
Clc1ccc(-c2cn3cccnc3n2)cc1Cl	1	2.6	i	-193	i	-61	i	i	i	2	i
CCCCNC(=O)Cc1ccc(Br)cc1	-2	-1.1	i	-15	i	-17	i	i	i	-2	i
NC(=O)CC(NC(=O)c1ccccc1)c1ccc(N2CCC(Br)CC2)c([N+](=O)[O-])c1 (stereo not drawn)	x	0.4	i	4	i	x	i	i	i	1	i
Cc1nc2c(-c3ccc(F)cc3)c(C)nn2c(C)c1CCC(=O)NC(C)CCc1ccco1 (stereo not drawn)	-1	-0.3	i	23	i	-36	i	i	i	4	i
COc1ccc(CNC(=O)C2CC(=O)N(c3ccc(OCC(=O)N4CCCCC4)cc3)C2)cc1 (stereo not drawn)	-2	-0.3	i	-9	i	-11	i	i	i	-1	i
CCN(CC)CCCNC(=O)Cn1cnc2sc(C)c(S(=O)(=O)N3CCC(C)CC3)c2c1=O	-3	-0.5	i	8	i	12	i	i	i	-3	i
O=C(Cn1cc2c(n1)CCCCC2)N1CCc2ccccc2C1	-4	0.6	i	-18	i	-13	i	i	i	-1	i
O=C(C1CCCN(Cc2ccccc2Br)C1)N1CCCCC1 (stereo not drawn)	0	-0.9	i	22	i	-47	i	i	i	-3	i
O=C(NCCS(=O)(=O)NCc1ccc2c(c1)OCO2)c1ccccc1	x	0.1	i	11	i	x	i	i	i	-2	i
O=C(Nc1cccc(C(=O)O)c1)/C(=C\c1ccc2c(c1)OCO2)NC(=O)c1ccc(Br)o1	0	0.6	i	-68	i	-38	i	i	i	-2	i

(continued)
SMILES	IEC-6 cytotox	HIF act	MrgX1 antagonist	aSyn 5UTR inh	TRPC4 PAM	KLF5 inhibitor	TRPC4 inh	TRPC4 act	TRPC6 act	SKKanGAS inh	TRPC6 inh
Cc1ccccc1OCCC(=O)OCC(=O)NC1CC1	x	0.2	i	-12	i	x	i	i	i	-3	i
CC(=O)N=c1sc2ccccc2n1C	1	0.2	i	-7	i	-10	i	i	i	0	i
O=C1c2ccccc2NC(c2ccncc2)N1c1ccccn1 (stereo not drawn)	-2	-0.4	i	19	i	-15	i	i	i	1	i
Cc1cccc(C(=O)N(Cc2ccc(C)o2)C2CCS(=O)(=O)C2)c1 (stereo not drawn)	-9	-0.2	i	3	i	-34	i	i	i	-3	i
CC(C)C(NS(=O)(=O)c1ccc(Br)s1)C(=O)O (stereo not drawn)	2	-0.3	i	-9	i	0	i	i	i	-1	i
OCc1cccc(Nc2ncnc3sc4c(c23)CCCCC4)c1	6	0.2	i	12	i	-5	i	i	i	-1	i
COc1cccc(C(=O)N2CCN(c3ccccn3)CC2)c1	-6	-5.4	i	-18	i	-15	i	i	i	0	i
Cc1ccc(SC[C@H](CC(C)C)N2CCN(C)CCC2=O)cc1	x	4.0	x	-135	i	x	x	i	i	-1	i
COc1ccc(C(C(=O)NC2CCCC2)N(C(=O)c2ccco2)c2ccccc2C(C)=O)cc1OC (stereo not drawn)	-3	-0.3	i	20	i	14	i	i	i	17	i
O=c1cc(-c2ccccc2Cl)c2c([nH]1)CCC2	-6	0.1	i	13	i	-7	i	i	i	-1	i
O=C1CC(c2ccccc2)CC(O)=C1C=NCc1ccco1 (stereo not drawn)	2	-0.3	i	20	i	-16	i	i	i	-5	i
COc1ccc(N(C(=O)COc2ccccc2)C2C=CS(=O)(=O)C2)cc1 (stereo not drawn)	-3	-0.1	i	18	i	-19	i	i	i	-5	i
COc1cc(OC)c(OC)cc1CN1CCCC(C(=O)N2CCCC2)C1 (stereo not drawn)	-3	0.6	i	10	i	-39	i	i	i	-2	i
Cc1ccccc1C(=O)NC1CCN(Cc2nnnn2Cc2ccccc2)CC1	-1	1.2	i	3	i	6	i	i	i	3	i
CN1CC2(C(=O)c3ccccc3)CN(C)CC(C(=O)c3ccccc3)(C1)C2	-2	-0.3	i	19	i	-21	i	i	i	6	i
Cc1ccc(-c2cc3cccc[n+]3cc2-c2ccc(C)cc2)cc1	28*	0.6	i	51	i	15	i	i	i	-4	-5.8*
COc1ccc(OC)c(S(=O)(=O)N/N=C(/C)c2c[nH]c3ccccc23)c1	0	0.0	i	26	i	-28	i	i	i	3	i

Some of these compounds in order of length of the SMILES, high to low:
SMILES	IEC-6 cytotox	HIF act	MrgX1 antagonist	aSyn 5UTR inh	TRPC4 PAM	KLF5 inhibitor	TRPC4 inh	TRPC4 act	TRPC6 act	SKKanGAS inh	TRPC6 inh
COc1ccc(OC)c(S(=O)(=O)N/N=C(/C)c2c[nH]c3ccccc23)c1	0	0.0	i	26	i	-28	i	i	i	3	i
Cc1ccccc1C(=O)NC1CCN(Cc2nnnn2Cc2ccccc2)CC1	-1	1.2	i	3	i	6	i	i	i	3	i
COc1cc(OC)c(OC)cc1CN1CCCC(C(=O)N2CCCC2)C1 (stereo not drawn)	-3	0.6	i	10	i	-39	i	i	i	-2	i

Screens: PubChem, several laboratories
